ROS inducer: inducers of reactive oxygen species in cancer cells. U2OS ROS induction, H2DCF-DA fluorescence. AID 624156. 2% of 46,000 active. ROS induction (% of piperlongumine), % at 10 µM; in the data active = ROS induction above about 79%, passing the limit was not always enough; inconclusive = no clear call, values can overlap the other calls;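 also: 0% = DMSO vehicle median and 100% = reference compound median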
* = called active by the depositor; ? = inconclusive. An excerpt; the hit share may differ from the screen's.

SMILES	ROS inducer
C[C@H]1CN([C@@H](C)CO)C(=O)c2cc(NS(=O)(=O)c3ccc(Cl)cc3)ccc2O[C@@H]1CN(C)C(=O)Nc1ccc(C(F)(F)F)cc1	-5
COc1ccc(Br)cc1CNC(=O)c1cc(-c2ccccc2)n(C)c1C	-16
C[C@@H]1CN([C@H](C)CO)C(=O)Cc2cc(NS(C)(=O)=O)ccc2O[C@@H]1CN(C)Cc1ccc2c(c1)OCO2	9
CCS(=O)(=O)c1nc2ccccc2n1CCOc1ccc(OC)cc1	5
Cc1cc(SCC(=O)Nc2sc3c(c2C#N)CCCC3)nc2ccccc12	3
CC(C)(C)C(=O)Nc1cccc(-c2cc(-c3c(Cl)cccc3Cl)no2)c1	12
COc1ccc(C2=NN(CC(=O)NCc3ccc4c(c3)OCO4)C(=O)CC2)cc1	2
O=C1O[C@H](c2ccccc2)[C@H](c2ccccc2)N2[C@H]1[C@@H](C(=O)NC[C@H](O)c1ccccc1)[C@]1(C(=O)Nc3ccc(C#CCCO)cc31)[C@H]2c1ccc(OCCO)cc1	15
Cc1ccc(S(=O)(=O)N(C)C[C@@H]2Oc3ccc(NC(=O)Cn4cnnn4)cc3CC(=O)N([C@@H](C)CO)C[C@@H]2C)cc1	-5
COc1ccc(NC(=O)N(C)C[C@@H]2Oc3c(NS(C)(=O)=O)cccc3C(=O)N([C@H](C)CO)C[C@H]2C)cc1	2

The final two compounds of the section before come first, to join the parts:
SMILES	ROS inducer
Cc1ccc(S(=O)(=O)N(C)C[C@@H]2Oc3ccc(NC(=O)Cn4cnnn4)cc3CC(=O)N([C@@H](C)CO)C[C@@H]2C)cc1	-5
COc1ccc(NC(=O)N(C)C[C@@H]2Oc3c(NS(C)(=O)=O)cccc3C(=O)N([C@H](C)CO)C[C@H]2C)cc1	2
COc1ccc(NC(=O)N(C)C[C@@H]2Oc3ccc(NS(=O)(=O)c4ccccc4)cc3C(=O)N([C@H](C)CO)C[C@@H]2C)cc1	0
C=CCN1C(=O)[C@]2(O[C@H](CCO)[C@@H]([Si](C)(C)c3ccc(OC)cc3)[C@@H]2C)c2cc(I)ccc21	50
C[C@H](CO)N1C[C@H](C)[C@H](CN(C)Cc2ccc(Cl)c(Cl)c2)Oc2ccc(NC(=O)CCCCCC(=O)Nc3ccccc3N)cc2C1=O	29
C[C@@H]1CN([C@@H](C)CO)C(=O)c2cc(NC(=O)Cc3cn(C)c4ccccc34)ccc2O[C@H]1CN(C)S(=O)(=O)c1cccs1	37
COc1ccc2c(c1)c(=O)c(S(=O)(=O)c1ccccc1)cn2Cc1ccccc1	19
O=C(CC1(O)C(=O)N(Cc2ccccc2)c2ccc(Br)cc21)c1ccco1 (centres undefined)	-8
C[C@H](CO)N1C[C@H](C)[C@@H](CN(C)CC2CC2)Oc2c(NC(=O)c3cnccn3)cccc2C1=O	-5
COc1ccc(NC(=O)N(C)C[C@@H]2OCCCC[C@@H](C)Oc3ccc(NC(=O)Nc4ccc(F)cc4)cc3C(=O)N([C@H](C)CO)C[C@@H]2C)cc1	4
CC(C)NC(=O)N(C)C[C@H]1Oc2ccc(NC(=O)Nc3cccc4ccccc34)cc2CC(=O)N([C@@H](C)CO)C[C@H]1C	1
COc1ccc(Br)c(/C=N/NC(=O)c2ccccn2)c1	0
C[C@H](CO)N1C[C@H](C)[C@@H](CN(C)CC2CCCCC2)Oc2ccc(NC(=O)C3CC3)cc2C1=O	25
COc1cccc2sc(NC(=O)c3ccc(S(=O)(=O)N(C)C)cc3)nc12	0
Cc1nc2c3ccccc3n3c(CCCC(=O)NC4CCCCC4)nnc3n2n1	-5
CC(C)NC(=O)N(C)C[C@@H]1Oc2ccc(NS(=O)(=O)c3ccccc3)cc2CC(=O)N([C@@H](C)CO)C[C@@H]1C	2
C[C@H](CO)N1C[C@H](C)[C@H](CN(C)Cc2ccc(C(=O)Nc3ccccc3N)cc2)Oc2ccc(NC(=O)C3CCCCC3)cc2CC1=O	17
C[C@@H]1CN([C@@H](C)CO)C(=O)c2cc(NC(=O)Nc3cccc4ccccc34)ccc2O[C@@H]1CN(C)Cc1ccc(-c2ccccc2)cc1	12
COC(=O)CCCCCCC(=O)N/N=C/c1ccccc1Cl	10
C[C@H](CO)N1C[C@H](C)[C@H](CN(C)S(=O)(=O)c2ccc(F)cc2)Oc2ccc(NS(=O)(=O)c3cccs3)cc2C1=O	10
CCOC(=O)c1oc2ccccc2c1NC(=O)c1ccc(S(=O)(=O)N(C)C)cc1	25
Clc1ccc(/C=N\n2cnnc2)c(Cl)c1	-3

Grouped by structure, those above containing two or more sulfur atoms (four)
SMILES	ROS inducer
Cc1cc(SCC(=O)Nc2sc3c(c2C#N)CCCC3)nc2ccccc12	3
C[C@@H]1CN([C@@H](C)CO)C(=O)c2cc(NC(=O)Cc3cn(C)c4ccccc34)ccc2O[C@H]1CN(C)S(=O)(=O)c1cccs1	37
COc1cccc2sc(NC(=O)c3ccc(S(=O)(=O)N(C)C)cc3)nc12	0
C[C@H](CO)N1C[C@H](C)[C@H](CN(C)S(=O)(=O)c2ccc(F)cc2)Oc2ccc(NS(=O)(=O)c3cccs3)cc2C1=O	10

Remaining list, next part
SMILES	ROS inducer
Cc1ccc(NS(=O)(=O)c2ccc(NC(=O)CN3C(=O)c4cccc5cccc3c45)cc2)cc1	33
C[C@H](CO)N1C[C@H](C)[C@@H](CN(C)S(=O)(=O)c2cn(C)cn2)Oc2ccc(NS(=O)(=O)c3ccc(Cl)cc3)cc2C1=O	2
Cc1ccc(/C=N/NC(=O)CCCCCC(=O)NO)o1	0
Cn1c(SCc2ccc(F)cc2)nnc1C1COc2ccccc2O1 (centres undefined)	53
C[C@H]1CN([C@@H](C)CO)C(=O)c2cccc(NC(=O)NC3CCCCC3)c2O[C@H]1CN(C)S(=O)(=O)c1cn(C)cn1	-1
C[C@H]1CN([C@@H](C)CO)C(=O)Cc2cc(NS(=O)(=O)c3ccccc3)ccc2O[C@@H]1CN(C)Cc1ccc(Oc2ccccc2)cc1	62
Cc1ccc2c(c1)N(CCCC(=O)N1CCCCC1)C(=O)CO2	20
CC(C)NC(=O)Nc1ccc2c(c1)C(=O)N([C@H](C)CO)C[C@@H](C)[C@H](CN(C)Cc1ccc(-c3ccccc3)cc1)O2	5
CCOc1ccccc1NC(=O)CSc1nnc(-c2ccco2)n1C	18
COC(=O)c1ccc(CSc2nc(-c3cccs3)cc(C(F)(F)F)n2)cc1	26
C[C@@H]1CN([C@@H](C)CO)C(=O)c2cc(NS(=O)(=O)c3ccc(Cl)cc3)ccc2O[C@H]1CN(C)C(=O)Nc1ccc(C(F)(F)F)cc1	-8
CSc1ccccc1NC(=O)CN(c1cc(C)cc(C)c1)S(C)(=O)=O	-15
COc1ccccc1CN(C)C[C@@H]1OCc2cnnn2CCCC(=O)N([C@H](C)CO)C[C@@H]1C	3
COc1ccc(CN(C)C[C@@H]2Oc3c(NS(=O)(=O)c4ccc(C)cc4)cccc3C(=O)N([C@@H](C)CO)C[C@@H]2C)cc1	6
CCCS(=O)(=O)N1CCCC(C(=O)N2CCN(c3ccccc3)CC2)C1 (centres undefined)	-11
COc1ccc(NC(=O)Nc2cccc3c2O[C@H](CN(C)C(=O)Nc2cccc4ccccc24)[C@@H](C)CN([C@@H](C)CO)C3=O)cc1	-1
CCc1nc(SCC(=O)Nc2ccccc2C(=O)OC)n[nH]1	-1
Cc1ccc(S(=O)(=O)N(C)C[C@@H]2Oc3ccc(NC(=O)CCCCCC(=O)Nc4ccccc4N)cc3C(=O)N([C@@H](C)CO)C[C@H]2C)cc1	14
CCOC(=O)c1cnn(-c2ccccc2)c1NC(=O)Nc1cccc(Cl)c1	-8
C[C@H](CO)N1C[C@H](C)[C@H](CN(C)S(=O)(=O)c2cccs2)Oc2c(NC(=O)C3CCCCC3)cccc2C1=O	-3
C[C@H]1CN([C@@H](C)CO)C(=O)c2cc(NS(=O)(=O)c3ccc(Cl)cc3)ccc2O[C@@H]1CN(C)S(=O)(=O)c1ccccc1	12
Cc1ccc(S(=O)(=O)NCCSc2cc(C(F)(F)F)nc3ccccc23)cc1	12
COc1ccc(S(=O)(=O)Nc2cccc3c2O[C@H](CN(C)S(=O)(=O)c2ccccc2)[C@@H](C)CN([C@H](C)CO)C3=O)cc1	-9
COc1cc(NC(=O)CC2NC3CCCCC3NC2=O)cc(OC)c1 (centres undefined)	1
COc1ccc(-n2nnc3c(SCC(=O)Nc4cccc(C(F)(F)F)c4)ncnc32)cc1	261*
COc1ccc(NC(=O)N(C)C[C@H]2Oc3ccc(NS(=O)(=O)c4ccc(C)cc4)cc3CC(=O)N([C@H](C)CO)C[C@H]2C)cc1	10
C[C@H](CO)N1C[C@H](C)[C@H](CN(C)C(=O)NC2CCCCC2)Oc2c(NS(=O)(=O)c3ccc(F)cc3)cccc2C1=O	2
Cc1ccc(-c2nc3ncccc3o2)cc1NC(=O)COc1ccc(Br)cc1	8
Cc1noc(C)c1S(=O)(=O)Nc1ccc2c(c1)CC(=O)N([C@H](C)CO)C[C@@H](C)[C@@H](CN(C)S(=O)(=O)c1ccc(F)cc1)O2	5
C[C@@H]1CN([C@H](C)CO)C(=O)Cc2cc(NC(=O)Nc3ccc4c(c3)OCO4)ccc2O[C@@H]1CN(C)CC1CCCCC1	4

Quoted at random: 3 entries already listed, in no set order.
SMILES	ROS inducer
C[C@@H]1CN([C@H](C)CO)C(=O)Cc2cc(NC(=O)Nc3ccc4c(c3)OCO4)ccc2O[C@@H]1CN(C)CC1CCCCC1	4
COc1ccc(S(=O)(=O)Nc2cccc3c2O[C@H](CN(C)S(=O)(=O)c2ccccc2)[C@@H](C)CN([C@H](C)CO)C3=O)cc1	-9
Cc1noc(C)c1S(=O)(=O)Nc1ccc2c(c1)CC(=O)N([C@H](C)CO)C[C@@H](C)[C@@H](CN(C)S(=O)(=O)c1ccc(F)cc1)O2	5

New compounds follow.
SMILES	ROS inducer
C[C@@H]1CN([C@@H](C)CO)C(=O)c2cc(NC(=O)NC3CCCCC3)ccc2O[C@H]1CN(C)S(=O)(=O)c1cccs1	29
Cc1noc(C)c1NC(=O)N(C)C[C@H]1Oc2ccc(NS(=O)(=O)c3ccc(F)cc3)cc2CC(=O)N([C@H](C)CO)C[C@H]1C	-7
Cc1noc(C)c1NC(=O)Nc1cccc2c1O[C@H](CN(C)C(=O)Nc1cccc3ccccc13)[C@@H](C)CN([C@H](C)CO)C2=O	-2
COc1cc(Br)cc(/C=N/NC(=O)c2ccccn2)c1O	-8
C[C@H]1CN([C@@H](C)CO)C(=O)Cc2cc(NC(=O)CCC(F)(F)F)ccc2O[C@@H]1CN(C)C(=O)NC1CCCCC1	-1
CCOC(=O)N1CCC(NC(=O)NCc2noc3ccccc23)CC1	-12
O=C(NC12CC3CC(CC(C3)C1)C2)c1cccnc1	-14
COc1ccc(-c2cnc3c(c2)C(=O)N([C@H](C)CO)C[C@H](C)[C@H](CN(C)C(=O)NC2CCCC2)O3)cc1	25
Fc1ccc(-n2cc(-c3ccccc3)c3c(NCCC4=CCCCC4)ncnc32)cc1	31
Cn1c(SCC(=O)c2ccc(Br)cc2)nnc1-c1cc2ccccc2o1	2
O=S(=O)(c1ccc(Cl)cc1)N1CCN(CC(O)COc2ccc3ccccc3c2)CC1 (centres undefined)	6
Cn1c(Sc2c3c(nc4ncnn24)CCC3)nnc1-c1ccccc1	?
C=CC[C@@]12N=C(c3ccc(OCCCO)cc3)O[C@@H]1c1ccccc1CN(Cc1ccccc1)C2=O	45
C=C1C(=O)O[C@@H]2C[C@H](C)[C@@]3(O)C[C@H](O)[C@@](C)(C[C@@H](OC(=O)C(C)C)[C@@H]12)O3	21
C=C1C(NC)CCC23CC24CCC2(C)C(C(C)N(C)C(C)=O)C(O)CC2(C)C4CCC13 (centres undefined)	23
O=C(CSc1nc2c(c(-c3ccccc3)n1)CCCCC2)N1N=CCC1c1ccccc1 (centres undefined)	-12
O=c1c2nnn(Cc3ccc(F)cc3)c2ncn1Cc1ccc(F)cc1	-4
C[C@H]1CN([C@@H](C)CO)C(=O)Cc2cc(NS(=O)(=O)c3cccs3)ccc2O[C@@H]1CN(C)CC1CC1	27
C[C@@H]1CN([C@@H](C)CO)C(=O)Cc2cc(NC(=O)Cc3ccccc3)ccc2O[C@@H]1CN(C)Cc1ccc(C(=O)O)cc1	-7
C[C@H](CO)N1C[C@H](C)[C@@H](CN(C)Cc2ccc(Oc3ccccc3)cc2)Oc2ccc(NC(=O)C3CCCCC3)cc2C1=O	84*
C[C@H](CO)N1C[C@H](C)[C@H](CN(C)Cc2ccc3c(c2)OCO3)Oc2ccc(NC(=O)CCCCCC(=O)Nc3ccccc3N)cc2C1=O	-5
O=C(Nc1ccc(-c2nc3cc(NC(=O)C4CCCCC4)ccc3o2)cc1)C1CCCCC1	47
O=C(NC(C(=O)O)C12CC3CC(CC(C3)C1)C2)c1ccc(F)cc1 (centres undefined)	7
C[C@@H]1CN([C@@H](C)CO)C(=O)c2cc(NC(=O)CCC(F)(F)F)ccc2O[C@@H]1CN(C)Cc1ccc2c(c1)OCO2	-2
C[C@H](CO)N1C[C@H](C)[C@H](CN(C)Cc2ccc(C(F)(F)F)cc2)Oc2ccc(NC(=O)Cc3cn(C)c4ccccc34)cc2CC1=O	14
COc1ccc(NC(=O)N(C)C[C@@H]2Oc3ccc(NS(C)(=O)=O)cc3C(=O)N([C@@H](C)CO)C[C@H]2C)cc1	-18
Cc1cc(C)c(C2C(C#N)=C(N)Oc3n[nH]c(C)c32)cc1COc1ccccc1Cl (centres undefined)	22
COc1ccc(NC(=O)Nc2ccc3c(c2)C(=O)N([C@@H](C)CO)C[C@@H](C)[C@@H](CN(C)C(=O)Nc2ccccc2)O3)cc1	-11
O=c1oc2ccccc2n1Cc1ccc(C(F)(F)F)cc1	-13
Cc1ccc(S(=O)(=O)Nc2cccc3c2O[C@H](CN(C)C(=O)Nc2cccc4ccccc24)[C@@H](C)CN([C@@H](C)CO)C3=O)cc1	3
O=C(NCCCN1CCCC1=O)Nc1ccc(Cl)cc1	-4
Cc1ccc(C(=O)Nc2cccc(NC(=O)COc3ccc(Br)cc3)c2)cc1	-14
CC(C)NC(=O)N(C)C[C@H]1Oc2c(NC(=O)c3cnccn3)cccc2C(=O)N([C@H](C)CO)C[C@H]1C	-4
CN(CC(=O)N1CCC(C(N)=O)CC1)S(=O)(=O)c1ccc(F)cc1	-12
